# CHO-K1 Ca PAM = M1 PAM counterscreen hit in parental CHO-K1 cells; ATP EC20, Fluo-8 calcium fluorescence; 0% at ATP EC20, 100% at ATP max; activation, % at 3 µM; 360,000 compounds, 0.02% hits;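 active = activation above the run cutoff, the mean activation of all test compounds plus 3 SD, cut at about 40% in these data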;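 note: peak over basal fluorescence ratio in a 140 s read after ATP addition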
# OXTR potentiate = human OXTR potentiation; 320,000 compounds, 0.061% hits; CHO-OTR cells, Fluo-8 calcium fluorescence, potentiator mode; 0% = oxytocin EC15, 100% = EC100; P30559; activation, % at 3 µM;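 active = activation above that plate's cutoff, the mean activation of tested compounds plus 3 SD, cut at about 6.6% in these data, passing the limit was not always enough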;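 note: 100% uses oxytocin at 75 nM as the full agonist control; some results filed as inactive read as strong as hits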
# Target sequence (P30559 whole entry, looked up): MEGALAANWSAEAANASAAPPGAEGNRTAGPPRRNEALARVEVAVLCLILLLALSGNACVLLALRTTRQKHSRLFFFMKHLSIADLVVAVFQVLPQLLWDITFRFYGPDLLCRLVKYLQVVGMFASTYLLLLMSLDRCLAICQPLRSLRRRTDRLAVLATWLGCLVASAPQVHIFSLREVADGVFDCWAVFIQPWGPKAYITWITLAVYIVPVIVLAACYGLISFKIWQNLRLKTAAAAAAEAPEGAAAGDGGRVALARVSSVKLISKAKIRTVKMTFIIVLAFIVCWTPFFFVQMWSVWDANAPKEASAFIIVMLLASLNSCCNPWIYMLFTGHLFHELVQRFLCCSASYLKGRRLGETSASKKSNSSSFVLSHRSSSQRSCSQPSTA
#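 assay system = CHO-OTR cells, human receptor | schedule = compound 6 min at room temperature before oxytocin, 100 s read | detection = Fluo-8 intracellular calcium fluorescence, ex 470-495, em 515-575 nm | evaluation = normalized max/min fluorescence ratio, % activation | control set = EC15 oxytocin alone as 0%, 75 nM oxytocin (EC100) as 100%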
# TAAR1 antag = human TAAR1 antagonism; CHO RD-HGA16 TAAR1, Fluo-8 calcium fluorescence, antagonist; inhibition, % at 3 µM; AID 624466; 360,000 compounds, 1.5% hits; Q96RJ0;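 active = inhibition above a per-plate cutoff, the mean inhibition of test compounds on that plate plus 3 SD, cut at about 49% in these data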;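 note: 0% = DMSO plus EC80 beta-PEA response and 100% = DMSO alone without agonist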
#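 System: RD-HGA16 CHO cells with stable hTAAR1 and Gα16 | Probe or stimulus: EC80 β-phenethylamine stimulus | Dosing: 3 µM, single point | Times: Dye loading 75 min at 37 °C, then 30 min room temperature | Measured by: Fluo-8 calcium-sensitive fluorescence | Read-out basis: % inhibition of agonist calcium response | Replicates: n of 1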
# M1 ag = agonists of human M1 muscarinic receptor; P11229; CHO-K1 hM1, Fluo-8 calcium fluorescence, agonist mode; 0% DMSO, 100% acetylcholine EC100; activation, % at 3 µM; 360,000 compounds, 0.33% hits; AID 588814;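 active = activation above the run's mean compound activation plus 3 SD, cut at about 16% in these data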;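 note: peak over basal fluorescence ratio within a 140 s kinetic read after compound addition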
# CHO-K1 Ca antag = nonselective inhibitor or artifact in parental CHO-K1 cells. ATP-induced calcium, Fluo-8 fluorescence. inhibition, % at 3 µM. 360,000 compounds, 0.6% hits;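 active = inhibition above a per-plate cutoff, the plate's mean sample inhibition plus 3 SD, cut at about 24% in these data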;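 note: 0% = DMSO plus EC80 ATP and 100% = DMSO alone without ATP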
# V1R ag counter = activates human V1a receptor in oxytocin agonist counter-screen; 320,000 compounds, 0.25% hits; P37288; activation, % at 3 µM; AID 2797; CHO-V1R cells, Fluo-8 calcium fluorescence, agonist mode; 0% DMSO, 100% 3 nM vasopressin;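 active = activation above the mean activation of all tested compounds plus 3 SD, per screening run, cut at about 20% in these data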;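 note: signal is peak over basal fluorescence ratio across a 100 second FLIPR read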
# Target sequence (P37288 whole entry, looked up): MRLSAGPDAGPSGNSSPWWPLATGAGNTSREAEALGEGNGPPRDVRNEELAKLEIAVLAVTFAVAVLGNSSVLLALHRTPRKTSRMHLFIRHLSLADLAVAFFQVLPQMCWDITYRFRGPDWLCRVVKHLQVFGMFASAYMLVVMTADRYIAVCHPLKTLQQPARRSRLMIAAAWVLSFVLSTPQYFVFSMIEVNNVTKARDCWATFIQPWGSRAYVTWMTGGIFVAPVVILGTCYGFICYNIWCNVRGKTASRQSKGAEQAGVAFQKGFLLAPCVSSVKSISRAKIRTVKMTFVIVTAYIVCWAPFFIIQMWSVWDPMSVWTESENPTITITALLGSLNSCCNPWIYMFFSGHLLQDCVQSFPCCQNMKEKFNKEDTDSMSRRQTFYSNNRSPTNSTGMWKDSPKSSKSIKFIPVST
# CHO-K1 Ca ag = counter-screen for M1 agonists: effect in parental CHO-K1 cells; Fluo-8 calcium fluorescence; scaled to maximal ATP response, vehicle zero; activation, % at 3 µM; 360,000 compounds, 0.48% hits; AID 602248; in the data active = activation above about 15%;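 note: untransfected CHO-K1 host cells lacking M1 receptor as counterscreen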
# TAAR1 ag = human TAAR1 agonism; CHO RD-HGA16 TAAR1, Fluo-8 calcium fluorescence; vehicle wells 0%, saturating PEA agonist 100%; activation, % at 3 µM; 360,000 compounds, 0.99% hits;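 active = activation above the mean activation of all test compounds in the run plus 3 SD, cut at about 38% in these data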
#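 Assay system: CHO-derived RD-HGA16 cells with stable Gα16 and human TAAR1; timing: 17-24 h seeding, 75 min 37 °C dye, 30 min RT; read-out: % activation from peak over basal fluorescence ratio, DMSO-to-PEA scaled; measured by: kinetic Fluo-8 calcium fluorescence; benchmarks: low control DMSO, high control PEA (EC100); doses: 3 µM single concentration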
# CHO parental Ca = signal in parental CHO cells, OX1R antagonist counter-screen; parental CHO-K1, ATP-induced calcium, Fluo-8 fluorescence; inhibition, % at 5.6 µM; 330,000 compounds, 0.63% hits;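 active = inhibition above that plate's mean sample inhibition plus 3 SD, cut at about 26% in these data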;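 note: 0% = ATP-challenged DMSO wells and 100% = DMSO wells without ATP; some compounds past the cut are filed as inactive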
#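 Test system: parental CHO cells; detection: calcium-sensitive Fluo-8 fluorescence; evaluation: percent inhibition of calcium signal; also added: ATP as calcium-mobilizing challenge; repeats: one well per compound; control set: ATP-challenged DMSO wells low, unchallenged DMSO wells high; compound: single nominal dose of 5.6 µM per compound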
# Active calls of the source: *; · = no result given.
SMILES,CHO-K1 Ca PAM,OXTR potentiate,TAAR1 antag,M1 ag,CHO-K1 Ca antag,V1R ag counter,CHO-K1 Ca ag,TAAR1 ag,CHO parental Ca
COc1cccc(CN(CC(=O)NC2CCCC2)C(=O)c2csnn2)c1,1.9,-2.8,4.0,-3.5,-8.1,3.5,0.6,0.9,-6.1
CC(=O)Oc1ccc2nc(-c3ccc(Br)o3)oc(=O)c2c1,14.3,-3.7,-16.6,-1.4,-12.0,0.8,-0.3,5.7,-8.4
CC(C)CC1c2[nH]c3ccccc3c2CCN1C(=O)C1CCOCC1 (centres undefined),10.6,-1.7,1.5,-6.6,1.6,0.7,3.1,0.8,4.4
CCOc1ccccc1OCCC(=O)OCC(=O)c1ccc[nH]1,0.2,-13.9,5.7,-2.7,-9.8,-0.1,0.4,2.5,-13.2
Cc1ccnc(N2CCC(C(=O)Nc3cccc(C(F)(F)F)c3)CC2)n1,13.0,6.0,-19.7,-6.3,-0.9,1.1,2.3,10.5,-8.0
C/C(=N\NC(=O)c1cc2c(s1)CCC(C)C2)c1ccncc1 (centres undefined),-7.1,-7.1,-6.6,-2.4,11.0,0.1,-0.2,-3.0,-32.8
Oc1ccccc1C1=Nc2ccccc2N=C(c2cccs2)C1,13.9,-4.9,-2.0,-6.8,-32.1,-0.5,1.0,6.6,-24.1
Cc1cccc(/C=C/c2ccccc2)n1,-4.5,·,-3.8,-4.9,-2.1,·,-0.3,-0.9,·
Cc1ccc(CNc2nc3cc(-c4ccccc4)sc3c(=O)n2C)c(C)c1,9.1,·,-31.6,-2.0,-5.2,·,0.6,0.1,·
COc1ccc(-c2nc(-c3ccc4c(c3)OCO4)[nH]c2-c2ccc(OC)cc2)cc1,13.1,2.7,38.3,-5.5,-12.7,0.3,2.2,3.7,6.2
Cn1ccc2cc(-c3csc(N4CCC(C(N)=O)CC4)n3)ccc21,5.4,2.0,-1.9,-5.6,-8.0,-0.9,0.0,9.5,-4.8
Cc1cccc(C(=O)NNC(=O)CCCCC(=O)NNC(=O)c2cccc(C)c2)c1,-7.5,-16.4,-22.6,-2.6,-4.8,2.1,3.0,4.8,-11.7
CC(C)C(=O)Nc1ccc(N2CCN(C(=O)c3cccs3)CC2)cc1,10.6,-5.5,0.5,-2.7,11.1,1.2,0.0,1.5,-10.2
COc1ccc(OC)c(N(CC(=O)N2CCN(c3cc(Cl)ccc3C)CC2)S(C)(=O)=O)c1,-5.2,-9.5,6.3,-2.9,2.5,3.3,1.5,7.7,-21.4
COc1ccc(NC(=O)c2cc(-c3ccccn3)nc3ccccc23)c(OC)c1,-2.2,-3.7,54.4*,-2.1,-0.6,0.3,4.4,13.8,-20.6
COc1cc(C(=O)Nc2nc(N)n(-c3ccccc3)n2)cc(OC)c1OC,10.9,0.3,8.2,-2.5,0.2,0.4,0.6,0.1,-3.4
COc1ccc(C(CNc2ccc(S(C)(=O)=O)cc2[N+](=O)[O-])N(C)C)cc1OC (centres undefined),20.4,-1.4,12.0,-9.2,-22.3,0.4,1.6,-2.4,-17.0
Cc1nc2ccccc2n1Cc1n[nH]c(=S)n1-c1ccc(Cl)cc1,15.7,-2.9,-3.6,-4.6,9.6,0.5,-0.4,0.8,4.0
CC12CCC(=O)N1C(C(=O)Nc1nnc(SCc3ccccc3F)s1)CS2 (centres undefined),2.8,-7.5,10.3,-4.3,1.9,3.5,1.4,4.2,-18.1
OCc1nc(CO)n(Cc2ccccc2)n1,9.2,-2.6,-1.2,-0.9,-4.2,0.4,0.4,1.7,10.7
Cc1cccc(NC(=O)Cn2c(=O)oc3ccccc32)n1,-5.1,-4.4,11.1,-2.0,-9.8,0.3,0.6,0.2,-3.0
Cc1cc(C)c(OCC(=O)NCCCn2nc(C)cc2C)c(C)c1,9.6,7.8,-10.1,-4.6,-15.0,-0.7,0.7,0.4,-13.9
CCc1ccc(NC(=O)COC(=O)CCC2CCCC2)cc1,1.6,-1.6,-17.3,-4.8,0.1,-0.6,-0.6,-3.1,-2.7
O=C(c1ccc2[nH]c(=O)c(=O)[nH]c2c1)N1CCN(Cc2ccccc2)CC1,14.8,-0.4,4.3,-2.5,-6.9,-0.3,-0.4,3.6,-7.1
O=C(NC1CCCC1)c1ccc(Cl)c(S(=O)(=O)N2CCCCC2)c1,-4.8,-7.0,-24.7,-3.8,-1.0,0.1,0.3,0.5,-10.9

# Compound profiles, as listed above. Screens in order: CHO-K1 Ca PAM	OXTR potentiate	TAAR1 antag	M1 ag	CHO-K1 Ca antag	V1R ag counter	CHO-K1 Ca ag	TAAR1 ag	CHO parental Ca
# Cn1ccc2cc(-c3csc(N4CCC(C(N)=O)CC4)n3)ccc21 is listed as 5.4	2.0	-1.9	-5.6	-8.0	-0.9	0.0	9.5	-4.8
# CC(=O)Oc1ccc2nc(-c3ccc(Br)o3)oc(=O)c2c1 is listed as 14.3	-3.7	-16.6	-1.4	-12.0	0.8	-0.3	5.7	-8.4

# (continued)
SMILES,CHO-K1 Ca PAM,OXTR potentiate,TAAR1 antag,M1 ag,CHO-K1 Ca antag,V1R ag counter,CHO-K1 Ca ag,TAAR1 ag,CHO parental Ca
Cc1ccc(S(=O)(=O)N2CCCC(C(=O)NCCc3ccc4c(c3)OCO4)C2)cc1 (centres undefined),-5.7,4.1,-15.6,-4.2,24.1*,2.1,-0.1,-4.7,-16.4
CC(C)C(=O)NC(=S)Nc1c(Cl)ccc2nsnc12,29.3,4.1,-29.0,-1.6,-13.3,-1.0,3.2,13.6,-3.2
Cn1c(NC(=O)c2cc(-c3ccc4c(c3)OCO4)nc3ccccc23)cc(=O)n(C)c1=O,9.8,-15.6,-5.0,-3.0,7.8,0.0,0.5,6.5,-9.2
Cc1nc(SCc2nc3ccc(Cl)cc3[nH]2)c2oc3ccccc3c2n1,22.2,-0.4,13.3,-6.3,-11.9,-0.1,1.4,8.8,-14.4
COc1ccccc1C1(CC(=O)O)CCOC(C)(C)C1 (centres undefined),13.0,2.2,-1.8,-2.5,-10.1,0.8,0.2,11.3,4.6
Cc1ccc(C)n1-n1cnc2scc(-c3cccs3)c2c1=O,16.3,-4.5,-6.5,-3.4,-7.2,-1.7,0.5,5.7,-17.7
O=C1NC[C@H](CCCCN2C[C@H](Cc3ccccc3)N(CCC3CCCCC3)C(=O)C2=O)N(CCc2ccc(O)cc2)C1=O,8.7,·,-31.3,·,-19.8,·,0.4,8.7,·
CCOc1ccc(/C=C/C(=O)N(CC)CC(=O)Nc2ccc3c(c2)OCCO3)cc1OC,-10.7,-8.8,-13.8,-3.7,4.8,-0.5,-0.9,-2.1,1.5
Cc1ccc(-c2nnc(N3CCC(C)CC3)c3ccccc23)cc1,16.3,-15.5,-19.4,1.4,-1.5,-1.9,1.0,5.8,10.5
CCC(=O)N/N=C(\C)CC(=O)Nc1cccc([N+](=O)[O-])c1,14.4,-2.9,-3.6,-4.9,-11.0,-0.2,0.6,1.9,-8.8
COc1cccc(C(=O)Nc2cccc(NC(C)=O)c2)c1,17.0,-3.8,8.2,-3.1,-8.0,-0.2,1.6,3.1,-3.8
CNC(=O)Nc1nnc(C(C)(C)C)s1,10.5,-11.1,4.4,-3.0,2.3,0.9,0.3,12.2,-9.9
Cc1c(C(=O)N2CCCCC2)oc2ccc(Br)cc12,17.2,-0.3,-33.5,-0.3,6.2,-1.3,-0.3,-2.6,-19.3
CC(=O)Nc1ccc(CNc2nc3cc(-c4cccc(C(F)(F)F)c4)sc3c(=O)n2C)cc1,8.4,·,-11.0,-0.9,-6.4,·,0.5,3.0,·
O=C(COc1ccc2c(c1)CCC2)NCc1cccc(Cl)c1,-7.3,-4.8,-7.8,-11.6,-2.3,-0.8,-0.1,3.8,-16.5
CCOC(=O)c1sc(NC(=O)CNCc2cccnc2)c(C(=O)OCC)c1C,-7.4,-24.8,-14.9,-1.0,-0.3,1.3,0.1,2.0,-19.5
CCCCC(=O)Nc1ccc(C(=O)N2CCN(c3ccccc3OC)CC2)cc1,3.9,-1.7,21.5,0.2,-26.6,-0.5,1.4,2.8,-11.8
CCN1CCN(c2nc3ccccc3nc2C(C#N)S(=O)(=O)c2ccc(C)c(C)c2)CC1 (centres undefined),16.4,-3.8,7.8,-5.2,-2.2,0.0,0.1,16.7,-3.8
C/C(CC(=O)Nc1cc(Cl)ccc1C)=N\NC(=O)C(=O)N1CCCC1,4.8,-4.9,-22.9,-2.1,-7.6,0.9,-0.1,3.1,-31.4
CC(C)[C@H](NC(=O)c1ccccc1)C(=O)OCC(=O)Nc1ccc(S(=O)(=O)N2CCOCC2)cc1,12.8,-3.0,-8.1,-0.4,-7.5,0.9,0.9,1.9,-6.4
Cc1nn2c(=O)cc(CSc3ccccc3NC(=O)c3ccccc3F)nc2s1,12.6,-8.8,-5.0,-2.9,-9.0,0.6,1.8,2.9,-22.2
O=C(O)/C=C/C(=O)Nc1ccc(S(=O)(=O)N2CCCC2)cc1,-11.1,-14.1,-5.8,-5.4,0.5,1.5,0.0,10.7,7.5
Cc1cccc(CSc2cccc3cccnc23)c1,9.5,-10.3,8.1,-3.1,13.3,0.5,0.9,7.8,24.4
O=C(Nc1ccc(F)cc1)c1ccc(S(=O)(=O)NCc2cccnc2)cc1,0.3,-17.6,4.2,-5.5,2.4,4.4,9.0,9.1,-11.6
Cc1ccc(-c2nnc(CSc3nnc(C)s3)o2)cc1,-5.4,-4.2,12.3,-5.8,6.1,-0.4,-0.1,1.1,-5.7
COCCCn1c(C)cc(C(=O)COC(=O)CCc2nc3ccccc3c(=O)[nH]2)c1C,·,-4.0,-0.3,·,·,-0.3,·,5.2,-7.8
CCOc1ccc(Nc2oc(-c3ccccc3Cl)nc2C#N)cc1,·,-1.0,4.2,·,·,-0.1,·,11.0,-4.5
CCOC(=O)c1cc(-c2nnc(-c3ccc(Cl)cc3)o2)c(C)nc1C,-2.5,-6.5,-5.8,-1.6,-1.1,1.4,0.0,2.7,1.2

# Results in CHO parental Ca and CHO-K1 Ca antag, for some of the entries so far:
Molecule	CHO parental Ca	CHO-K1 Ca antag
Cc1ccc(S(=O)(=O)N2CCCC(C(=O)NCCc3ccc4c(c3)OCO4)C2)cc1 (centres undefined)	-16.4	24.1*
CC(C)C(=O)NC(=S)Nc1c(Cl)ccc2nsnc12	-3.2	-13.3
O=C(Nc1ccc(F)cc1)c1ccc(S(=O)(=O)NCc2cccnc2)cc1	-11.6	2.4
Cc1ccc(-c2nnc(N3CCC(C)CC3)c3ccccc23)cc1	10.5	-1.5
Cc1cccc(CSc2cccc3cccnc23)c1	24.4	13.3
